# ERp5 inh: inhibitors of ERp5-driven insulin aggregation, primary screen, biochemical, turbidity, absorbance 650 nm, single point | Protein disulfide-isomerase A6 (Homo sapiens), Q15084 | 90 min | inhibition, % at 9.99 µM | actives 0.05% (n = 350,000);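 active = mean replicate inhibition above about 25%, with every replicate also reaching it, limit read from the data, passing the limit was not always enough; inconclusive = only one of those two criteria met; inactive = neither criterion met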
# Target sequence (Q15084 whole entry, looked up): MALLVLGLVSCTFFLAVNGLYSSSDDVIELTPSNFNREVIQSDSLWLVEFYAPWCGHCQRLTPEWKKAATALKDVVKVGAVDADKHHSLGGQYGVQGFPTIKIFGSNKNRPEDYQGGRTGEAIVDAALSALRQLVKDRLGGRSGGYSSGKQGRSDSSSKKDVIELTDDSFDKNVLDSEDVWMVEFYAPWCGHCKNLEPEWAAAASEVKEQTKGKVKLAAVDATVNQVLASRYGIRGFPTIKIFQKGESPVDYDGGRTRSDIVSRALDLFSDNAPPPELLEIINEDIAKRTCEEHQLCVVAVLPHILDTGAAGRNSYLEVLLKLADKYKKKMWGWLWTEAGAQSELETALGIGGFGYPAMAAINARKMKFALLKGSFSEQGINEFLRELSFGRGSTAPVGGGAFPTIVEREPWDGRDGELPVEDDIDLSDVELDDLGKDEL
# ARNT TACC3 PPI: disruptors of ARNT/TACC3 protein interaction, primary screen, biochemical, AlphaScreen, single concentration | Transforming acidic coiled-coil-containing protein 3 (Homo sapiens), Q9Y6A5 | AlphaScreen His-ARNT PAS-B/GST-TACC3 binding, luminescence; TACC3 fragment carries E629A point mutation | inhibition, % at 9.99 µM | actives 0.66% (n = 390,000) | AID 623870, 2012;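 active = mean inhibition of replicates at least 50% and at least half of replicates each reaching 50%; inconclusive = half or more replicates reach 50% but mean below 50%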;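 note: 0% = complete ARNT plus TACC3 wells and 100% = ARNT alone without TACC3; many hits fall short of the cut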
# Cneo AK release: Cryptococcus neoformans cell lysis inducers, primary screen, AK release luminescence, single concentration | actives 0.2% (n = 360,000) | lysis activity, % at 15 µM | AID 651654, 2012 | C. neoformans lysis, adenylate kinase release luminescence, 4 h; normalised: neutral wells 0, clomiphene wells 100;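 active = mean lysis activity across replicates of at least 80%, whatever share of replicates individually reach that level; inactive = mean lysis activity below 80%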
#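 Material: C. neoformans cells; Schedule: 4 h static compound exposure, 37 °C, read 1 h post-reagent; Measured by: adenylate kinase release luminescence; Read-out: signal increase indicating cell lysis; Controls: Clomiphene as positive lysis control.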
# esBAF inh: Bmi1 luciferase reporter increase in mESCs, primary screen, esBAF inhibitor project, mouse ES cells, Bmi1 luciferase knock-in, single point | 24 h; 100% = twice the neutral-well signal | reporter increase, % at 12.5 µM | actives 2% (n = 350,000) | AID 602393, 2012; in the data active = activation above about 40%; inconclusive = no clear call, values can overlap the other calls;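 note: 0% = median of the plate's neutral control wells and 100% = double that signal; a rise in the Bmi1 reporter signal indicates esBAF inhibition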
# SIRT5 block: SIRT5 desuccinylase inhibitors, primary screen, biochemical, fluorescence imaging, single point, set 5. NAD-dependent protein deacylase sirtuin-5, mitochondrial (Homo sapiens), Q9NXA8. Purified SirT5, succinyl-peptide AMC, trypsin-coupled fluorescence. inhibition, % at 15 µM. actives 1.1% (n = 330,000). AID 652115, 2013; in the data active = inhibition above about 15%; inconclusive = no clear call, values can overlap the other calls
# Target sequence (Q9NXA8 whole entry, looked up): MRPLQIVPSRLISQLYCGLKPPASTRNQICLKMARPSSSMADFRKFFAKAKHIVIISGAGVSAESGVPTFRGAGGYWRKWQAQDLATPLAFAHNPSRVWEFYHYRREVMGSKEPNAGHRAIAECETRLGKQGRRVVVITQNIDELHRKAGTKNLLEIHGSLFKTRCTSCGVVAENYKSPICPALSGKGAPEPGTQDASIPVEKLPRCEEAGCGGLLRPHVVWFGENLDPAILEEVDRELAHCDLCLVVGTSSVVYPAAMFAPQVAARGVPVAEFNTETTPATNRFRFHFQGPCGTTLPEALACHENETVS
# miR-122 sensor: miR-122 Renilla sensor signal increase in Huh7, primary screen, miR-122 inhibitor project, cell-based, single point, plate reader | Huh7 miR-122 Renilla luciferase sensor, 48 h; neutral wells = 0, positive control = 100 | activation (reporter increase), % at 12.5 µM | actives 0.3% (n = 340,000);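 active = mean replicate activation score at least 90 and every replicate individually at or above 90; inconclusive = only one of the two criteria met; inactive = neither criterion met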;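 note: higher luciferase means less miR-122 activity so hits act as miR-122 inhibitors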
# C2C12 statin: suppressors of statin myotoxicity in C2C12 myotubes, primary screen, cell-based, single point, plate reader. C2C12 myotubes + simvastatin, ATP luminescence, 48 h; scaled: DMSO 0, geranylgeraniol control 100. rescue of ATP level, % at 7.49 µM. actives 0.78% (n = 330,000);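 active = mean ATP rescue above about 67%, or every replicate alone reaching that limit, limit read from the data, passing the limit was not always enough; inconclusive = no clear call, values can overlap the other calls; inactive = mean under the limit and some replicate under it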;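 note: myotubes were challenged with 10 µM simvastatin during compound exposure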
# An asterisk follows results filed as active; ? = inconclusive; nt = no result given; [ ] = dose if it differs, or a comment.
SMILES,ERp5 inh,ARNT TACC3 PPI,Cneo AK release,esBAF inh,SIRT5 block,miR-122 sensor,C2C12 statin
C[C@H](CO)N1C[C@H](C)[C@H](CN(C)Cc2ccc(Oc3ccccc3)cc2)Oc2ccc(NC(=O)Nc3ccc4c(c3)OCO4)cc2CC1=O,-7,-4,-3,1,-3,-8[16.7 µM],12
Cn1nc(C(=O)NCc2cccs2)c2ccccc2c1=O,2,-5,21,-8,-1,17,6
COc1ccc2nc(NC3=NCCC3)sc2c1,nt,nt,2,58*,nt,-3,-21
C[C@H]1CN([C@@H](C)CO)C(=O)c2cc(C#Cc3ccc(F)cc3)cnc2O[C@H]1CN(C)CC1CCOCC1,-2,-5,5,0,0,-5[16.7 µM],1
CCN(CC(=O)Nc1c(F)cccc1F)C(=O)/C=C/c1c(C)nn(-c2ccc(F)cc2)c1C,-2,1,0,nt,-1,-6,-10
Cc1nn(C)cc1CN(C)C(=O)c1ccc(OC2CCN(Cc3ccccn3)CC2)cc1,4,3,1,-1,-1,0,0
CCCCn1nnnc1C(c1cccs1)N1CCN(C/C=C/c2ccccc2)CC1 (configuration not stated),-1,nt,-9,2,-2,0,9
CNC[C@H]1Oc2ccc(NC(=O)Nc3ccc(OC)cc3)cc2C(=O)N([C@H](C)CO)C[C@H]1C,2,-1,51,-3,-4,1[16.7 µM],-3
O=C(Nc1ccc(Cl)c(Cl)c1)N(Cc1cccnc1)Cc1ccco1,2,-2,-1,5,nt,1,-10
COc1ccccc1CC(=O)Nc1ccc(S(=O)(=O)N2CCCC2)cc1,7,7,0,-2,-1,4,-25
O=C1c2cccc3cccc(c23)C(=O)N1c1cccc(O)c1,2,-17,-2,-10,4,-4,3
CS(=O)(=O)Nc1ccc2c(c1)[C@@H]1C[C@@H](CC(=O)NCc3ccc(Oc4ccccc4)cc3)O[C@H](CO)[C@@H]1O2,-6,2,-4,9,-3,-3[16.7 µM],-16
C=CCn1c(SC2CCOC2=O)nc2sc(CC)cc2c1=O (configuration not stated),nt,0,2,13,nt,-2,7
CC1(C)C2CCC1(C)C(OCC[N+](C)(C)CC(=O)OC1CCCCC1)C2 (configuration not stated),-7,3,0,-50,-2,-17,-111
c1ccc(-c2csc(-n3cnnn3)n2)cc1,nt,-32,9,-12,nt,3,-5
COc1cc(NS(=O)(=O)c2ccc(NC(=O)C3CCCO3)cc2)nc(OC)n1 (configuration not stated),nt,-32,0,-9,nt,-2,nt
CC(C)(C)OC(=O)Nc1ccc([C@H](NC(=O)OC(C)(C)C)C(=O)OC(C)(C)C)cc1,4,-3,1,2,nt,-3,-12
O=C(Nc1ccccc1F)N[C@@H]1CC[C@H](CCNC(=O)C2CCCCC2)O[C@H]1CO,2,4,-19,-3,3,0[16.7 µM],-28
CN(C)CC(=O)N1[C@H](C#N)[C@@H](c2ccc(C#CC3CC3)cc2)[C@@H]1CO,2,-24,-1,-4,11,nt,-3
COc1ccc(C(=O)CSc2nnc(CN3CCCCC3)n2-c2ccc(F)cc2)cc1,-5,2,nt,nt,0,nt,nt
FC(F)(F)c1nnc2c3ccccc3c(Cl)nn12,1,25,-1,-1,-3,1,24
Cc1c(Cl)cnc(NC(=O)COC(=O)c2cccc(S(=O)(=O)N3CCc4ccccc4C3)c2)c1Cl,0,7,3,-7,-3,1,4
CC1CCCCN1S(=O)(=O)c1coc(C(N)=O)c1 (configuration not stated),0,nt,0,2,nt,-6,6
CCC(=O)N1CCCCN2[C@H](CO)[C@H](c3ccc(-c4cccnc4)cc3)[C@H]2C1,-2,-5,40,-5,0,9[16.7 µM],1
O=C(c1ccc(F)cc1)N1CCN=C1c1ccccc1,nt,-1,1,nt,nt,-1,nt
COc1ccc(CN(C(=O)Cc2cccs2)C(C(=O)NC2CCCC2)c2ccncc2)cc1 (configuration not stated),nt,-12,-2,-7,nt,0,30
CCC(=O)N1CCCCN2[C@H](CO)[C@H](c3ccc(-c4cccc(C(=O)N(C)C)c4)cc3)[C@@H]2C1,0,-11,0,nt,-1,8[16.7 µM],nt
CC(C)c1nc(N2CCCC2)c(C#N)c2c1CCCC2,nt,-17,4,-6,nt,6,-11
COc1ccc(S(=O)(=O)N2CCN(C(=O)[C@@H]3CCCN3C(=O)c3cccs3)CC2)cc1,6,3,9,-5,0,0,1
CCCCN1CC(C)(C)[C@H](CC(=O)Nc2ccc(Br)cc2)C1=O,1,nt,nt,-5,0,0,-20
COc1ccccc1CN(C)CC(=O)Nc1ccc(Cl)cc1C(F)(F)F,-3,-3,nt,7,-3,-6,6
O=C(N[C@@H]1CC[C@@H](CCNS(=O)(=O)c2cccc(Cl)c2)O[C@H]1CO)c1ccncc1,?,5,0,-2,6,13[16.7 µM],2
COC(=O)c1c(C(=O)OC)c(-c2cccc(Cl)c2)n2c1CS(=O)C2 (configuration not stated),5,2,nt,nt,-4,nt,nt
CN(C)C(=O)c1cccc(-c2ccc([C@@H]3[C@H](C#N)N(C(=O)C4CC4)[C@H]3CO)cc2)c1,5,4,-1,-1,2,nt,-16
Cc1ccc(-n2c(-c3cnccn3)n[nH]c2=S)cc1,6,1,nt,nt,3,nt,nt
O=C(COc1cc2oc(=O)cc(-c3ccccc3)c2cc1Cl)NCc1ccccn1,16,-2,3,3,5,nt,18
COc1ccccc1OCCn1nnc2ccccc21,-2,-7,-2,37,-3,4,5
Cc1onc(-c2ccccc2)c1C(=O)N1CCCN2C(=O)c3ccccc3C21 (configuration not stated),1,-2,nt,-2,-4,nt,3
CC(=O)N/N=C(/c1ccccc1)C(O)c1ccccc1 (configuration not stated),1,1,0,2,nt,-2,-5
Cc1ccccc1-c1noc(-c2ccccc2C(=O)NCC2CCCO2)n1 (configuration not stated),2,2,nt,nt,0,nt,nt
O=C(C1CCN(S(=O)(=O)c2cccc3cccnc23)CC1)N1CCN(c2ccccn2)CC1,nt,-3,4,nt,nt,-4,nt
Cc1ccc(C)c(CN2C(=O)C3CCCN3c3ccc(C#N)cc32)c1 (configuration not stated),nt,2,2,-1,nt,1,7
COc1cccc(CC2(CO)CCN(C(=O)NCCc3ccccc3)CC2)c1,6,0,nt,nt,-2,nt,nt
COCCn1cnnc1SCC(=O)Nc1ccc(N2CCCCC2)cc1,0,-4,1,1,-2,8,8
COC(=O)c1cn(CCNC(=O)[C@@H](NS(=O)(=O)c2ccc(C)cc2)C(C)C)nn1,-17,nt,-4,nt,-1,nt,nt
O=C(NCc1ccccc1)[C@]1(Cc2ccccc2)N=C(c2ccc(OCCCO)cc2)O[C@@H]1c1ccccc1,-5,nt,-5,nt,-3,nt,nt
CCOC(=O)/C=C1\NC(C)(C)Cc2cc(OC)c(O)cc21,nt,26,0,0,nt,5,45
O=C(c1cc(Cl)ccc1[N+](=O)[O-])n1cnc2ccccc21,0,-34,0,nt,-5,5,nt
O=C(NCCCN1CCOCC1)C1CCC(=O)N1C1CCCCC1 (configuration not stated),nt,1,-2,-6,nt,-1,14
Cc1nc(SCC(=O)N(CC(C)C)C2CCS(=O)(=O)C2)c2ccccc2n1 (configuration not stated),3,3,2,10,0,11,1

# The list continues:
SMILES,ERp5 inh,ARNT TACC3 PPI,Cneo AK release,esBAF inh,SIRT5 block,miR-122 sensor,C2C12 statin
CCOC(=O)C1(C)C=C(Nc2ccc(C)cc2)C(=O)N1c1ccc(C)cc1 (configuration not stated),3,-6,3,9,nt,-5,0
CCCCn1c(N)c(N(CC)C(=O)c2cccc(F)c2)c(=O)[nH]c1=O,3,-1,4,-5,-3,-6,-2
CC(=O)c1ccc(NC(=S)Nc2ccn(Cc3ccc(Br)cc3)n2)cc1,12,-2,3,nt,-5,nt,nt
CN(C)c1ccc(CN2CCCC(O)C2)cc1 (configuration not stated),nt,nt,-1,4,nt,-11,8
Cc1onc(-c2c(Cl)cccc2Cl)c1C(=O)N1CCSCC1,18,-7,-3,-8,-1,-3,-7
C/C=C/c1cnc2c(c1)C(=O)N([C@H](C)CO)C[C@H](C)[C@H](CN(C)C(=O)Nc1ccc(C(F)(F)F)cc1)O2,15,-2,-2,-4,2,-8[16.7 µM],-25
COc1ccccc1Nc1nnc(SCC(=O)c2cc(C)n(CC3CCCO3)c2C)s1 (configuration not stated),nt,9,-1,-10,nt,-6,0
Cn1c(=O)n(CC(=O)O)c(=O)c2c1nc1n2CCCN1Cc1ccccc1,1,-6,2,-3,-4,2,-1
CCN1CCN(C(CNS(=O)(=O)c2ccc(C)cc2)c2ccccc2)CC1 (configuration not stated),4,-1,7,5,-2,-1,-2
O=[N+]([O-])c1cc([N+](=O)[O-])c2cccnc2c1Oc1ccccc1O,-2,31,0,nt,nt,-4,nt

# The order is random; about 4% have a hit in one of these screens.
